MsrA inhibitor = inhibitors of bovine MsrA; purified bovine MsrA, absorbance read-out; inhibition, % at 15.5 µM; actives 0.75% (n = 360,000); in the data active means inhibition above about 4.5%;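 further: 0% = vehicle wells with enzyme and 100% = reference inhibitor wells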
Rin1 Abl inh = human Rin1-Abl interaction inhibition; P00519+Q13671; TR-FRET Rin1/Abl binding, biochemical; inhibition, % at 7.35 µM; actives 0.4% (n = 360,000); AID 588664; in the data active means inhibition above about 5%, passing the limit was not always enough
E coli Lon inh = E. coli protease La inhibition; inhibition, % at 7.94 µM; actives 0.42% (n = 360,000); P0A9M0; purified E. coli Lon protease, fluorescence polarization; in the data active means inhibition above about 13%, passing the limit was not always enough;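 further: 0% = enzyme with probe and DMSO and 100% = no enzyme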
MT1-MMP act inh = blocks activation of human MT1-MMP | P50281 | HT1080 RFP-PRO-GFP cells, GFP/RFP ratio fluorescence, overnight; percent of plate control window, DMSO zero | GFP/RFP ratio change, % at 20 µM | actives 0.061% (n = 360,000) | AID 651647;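 active means GFP/RFP ratio change of at least 30% with cell ATP level not reduced by more than half and red fluorescence within 50% of control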; further: strong numbers were not always called active
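Material – HT1080 RFP-PRO-GFP cells · Control set – DMSO wells and RFP-L50D-GFP cells · Incubation – overnight cell settling, then overnight compound exposure, 37 °C, 5% CO2 · Compound dosing – single-point 20 µM compound, 1% DMSO · Read-out – GFP/RFP fluorescence ratio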
MsrA act = bovine methionine sulfoxide reductase A activation. AID 602163. activation, % at 10.6 µM. actives 0.3% (n = 360,000). purified bovine MsrA, absorbance read-out; in the data active means activation above about 7.5%;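 further: 0% = vehicle and 100% = reference activator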
FAS-TE inh = FAS thioesterase (human) inhibition; P49327; AID 602261; actives 0.67% (n = 360,000); inhibition, % at 15 µM; recombinant FAS-TE, OMFH fluorogenic substrate, fluorescence endpoint;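 active means compounds whose normalised, plate-corrected inhibition of enzyme fluorescence in the single-dose primary screen is 50% or more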;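 further: 0% = DMSO with enzyme and 100% = substrate without enzyme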
CSN deneddyl inh = blocks human CSN-mediated cullin deneddylation. Q92905. Purified CSN, SCF-Nedd8-OG deneddylation, fluorescence polarization. inhibition, % at 12.5 µM. actives 0.38% (n = 360,000). AID 651999;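 active means pattern-corrected inhibition above about 35%, with an unprinted fluorescence ratio check between 0.5 and 1.5, limit read from the data, passing the limit was not always enough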;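 further: 0% = enzyme with substrate and 100% = substrate without enzyme; some results filed as inactive read as strong as hits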
Target sequence (Q92905 whole entry, looked up, one chain of several): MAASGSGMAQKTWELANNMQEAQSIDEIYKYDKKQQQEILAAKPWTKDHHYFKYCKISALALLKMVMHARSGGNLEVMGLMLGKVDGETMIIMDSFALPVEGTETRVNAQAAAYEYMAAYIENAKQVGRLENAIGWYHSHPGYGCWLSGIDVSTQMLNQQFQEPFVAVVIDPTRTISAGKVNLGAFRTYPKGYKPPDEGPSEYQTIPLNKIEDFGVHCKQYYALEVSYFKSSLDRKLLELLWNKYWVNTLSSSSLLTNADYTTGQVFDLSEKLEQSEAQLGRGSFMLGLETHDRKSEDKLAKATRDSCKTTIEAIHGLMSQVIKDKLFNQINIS
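Assay system: purified human Csn5 enzyme expressed in HEK293T cells; measure: % inhibition; also added: SCFSkp2-Nedd8OG substrate at 10 nM final; technique: fluorescence polarization; times: reaction 90 min, room temperature; medium: Tris buffer pH 7.5, NaCl, DTT, Tween-20, trehalose, ovalbumin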
PABP1 MLLE inh = inhibitors of microRNA-mediated deadenylation, human PABP1 MLLE binding. actives 0.36% (n = 360,000). AID 588489. GST-MLLE / FITC-PAM2 fluorescence polarization. P11940. inhibition, % at 20 µM; in the data active means inhibition above about 35%, passing the limit was not always enough;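 further: plate controls were DMSO wells with GST-MLLE for no effect and wells lacking GST-MLLE protein for full effect; some results filed as inactive read as strong as hits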
Rpn11 block = blocks the human proteasome subunit Rpn11. actives 0.59% (n = 360,000). calls only at 20 µM. human 26S proteasome, Ub4-pepOG fluorescence polarization; 20S core pre-blocked with epoxomicin;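 active means inhibition at 20 µM, scaled to each plate's controls, above about 33%, limit read from the data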
Target sequence (O00487 whole entry, looked up): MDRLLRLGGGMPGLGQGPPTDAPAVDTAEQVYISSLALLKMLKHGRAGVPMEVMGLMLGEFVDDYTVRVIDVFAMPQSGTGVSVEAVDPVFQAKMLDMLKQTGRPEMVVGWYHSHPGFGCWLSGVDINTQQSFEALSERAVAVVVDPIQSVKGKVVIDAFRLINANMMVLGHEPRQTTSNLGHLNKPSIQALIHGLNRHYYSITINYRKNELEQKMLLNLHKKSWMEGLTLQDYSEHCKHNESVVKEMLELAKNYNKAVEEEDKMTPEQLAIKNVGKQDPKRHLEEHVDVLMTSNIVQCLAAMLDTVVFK
Starred values were filed as active, the others as inactive; i = inactive; nt = not tested or not shown. Outcome played no part in choosing rows; overall some 3.7% were active at least once.

Values run as follows: MsrA inhibitor	Rin1 Abl inh	E coli Lon inh	MT1-MMP act inh	MsrA act	FAS-TE inh	CSN deneddyl inh	PABP1 MLLE inh	Rpn11 block
> CC(=O)N1c2ccccc2C(C)(c2ccccc2)CC1(C)C (stereo not given)
  nt	-1	-1	-10	-7	6	3	9	i
> O=C(C1CCN(S(=O)(=O)c2cccs2)CC1)N1CCN(c2ccccc2O)CC1
  0.0	4	-5	-3	-3	-4	-2	-11	i
> CCS(=O)(=O)N1CCN=C1SCc1ccc(F)cc1
  -1.5	1	-10	1	-5	-4	-3	2	i
> O=S(=O)(NCCOc1ccc(F)cc1)c1ccc2c(c1)OCCO2
  -1.0	-2	4	6	-2	3	-1	9	i
> CCOC(=O)CCCN1CC(O)=C(c2nc3ccccc3s2)C1=N
  3.0	0	-5	1	-4	-3	0	3	i
> CC(=O)c1ccc(Cc2ncc(C(F)(F)F)cc2Cl)s1
  0.1	-2	-4	2	-4	-3	4	0	i
> CC(=O)O[C@]1(C(C)=O)CC[C@H]2[C@@H]3C=C(C)C4=CC(=O)CC[C@]4(C)[C@H]3CC[C@@]21C
  3.2	-3	-8	-3	-1	12	-1	12	i
> Cc1noc(/C=C/c2cccs2)c1S(=O)(=O)N1CCC(C(=O)NCCCN2CCC(C)CC2)CC1
  2.8	-2	7	0	-3	-3	0	-11	i
> COc1ccccc1/C=C/C(=O)OCC(=O)NC1CCCCCC1
  0.6	-2	-3	3	-1	-2	3	-8	i
> O=C(Nc1nccs1)c1cccc(N2C(=O)c3cccc4c([N+](=O)[O-])ccc(c34)C2=O)c1
  -0.3	-2	10	-58	0	-132	-4	3	i
> O=Nc1c(O)[nH]c2ccc(F)cc12
  1.0	4	-3	-3	-11	-41	2	-2	i
> CSc1cnnc2ccccc12
  3.1	-3	-6	0	-7	-10	1	2	i
> O=C(Nc1ccc(F)cc1F)C1CCN(C(=O)c2ccc(Br)cc2)CC1
  -0.6	-1	-13	1	-12	-4	2	-3	i
> CC(C)(C)c1ccc(OCCNC(=O)Cc2ccc(F)cc2)cc1
  0.8	-1	-1	3	-3	24	-4	0	i
> O=C(c1ccc(Oc2ccc(C(F)(F)F)cc2[N+](=O)[O-])cc1)N1CCOCC1
  -0.5	-2	15	nt	-3	-7	-3	4	i
> COCCNC(=O)CN(C(=O)Cn1nnc2ccccc21)c1cccc(C)c1C
  -0.4	0	-6	-3	-3	-5	-3	8	i
> O=C(COc1ccccc1)OCc1cc2ccccc2[nH]c1=O
  1.7	2	-7	9	-5	-3	-5	11	i
> CCCc1ccc(-c2cc(C(=O)NCCc3ccc(S(N)(=O)=O)cc3)c3ccccc3n2)cc1
  0.0	-2	5	-1	-4	6	-1	-2	i
> CCCOC(=O)C1[C@H]2C(=O)N(CC3CCCO3)C[C@]23C=C[C@H]1O3 (stereo not given in full)
  0.7	1	-5	-2	1	-2	-2	2	i
> C[N+]12CCCCC1[C@@H](CO)CCC2 (stereo not given in full)
  -0.5	2	3	2	-2	-5	-2	-119	i
> Cc1ccc2c(c1)[C@H]1[C@H](CO2)[C@H](c2ccccc2)[C@]2(C)C(=O)N(Cc3ccc(Cl)cc3)CC(=O)N12
  0.1	1	-4	-3	-1	30	-1	-6	i
> CCOC(=O)c1c(-c2cccc([N+](=O)[O-])c2)cn2ccccc12
  -1.0	5	-12	8	-2	22	-4	10	i
> O=C(c1cccs1)c1no[n+]([O-])c1C(=O)c1cccs1
  nt	-2	9	5	-5	-9	1	5	i
> CCOC(=O)C1C(=O)OC(C)(C)C1C(CC)C(=O)c1c(C)cc(C)cc1C (stereo not given)
  -0.7	-2	-1	-1	2	24	-4	-1	i
> COc1cccc(-n2ccnc2SCC(=O)Nc2ccccc2F)c1
  -0.8	-3	-6	3	-1	7	-2	3	i
> O=C(NNC(=O)c1ccc(F)cc1F)c1ccc2c(c1)OCO2
  -1.3	0	5	-2	-7	-10	3	-8	i
> Cc1nn(-c2ccccc2)c(Cl)c1/C=N/NC(=O)c1ccn[nH]1
  1.2	3	0	-5	-12	-6	1	-12	i
> CCCCOC(=O)c1ccc(NC(=O)c2cc(Cl)ccc2OC)cc1
  0.1	-2	-2	6	-2	29	-2	7	i
> CC(C)N(Cc1ccccc1)C(=S)Nc1ccc(F)cc1
  1.1	-4	-2	5	-2	-1	-3	-84	i
> CCOC(=O)CSC1=N/C(=C\c2ccc(OC)c(OC)c2)C(=O)N1C
  2.1	-7	-10	5	-3	-11	0	26	i
> COc1cc(Cl)c(C)cc1NC(=O)CCCn1c(=O)oc2ccccc21
  -0.5	4	-4	8	-6	20	0	-6	i
> COc1cccc(OC)c1C(=O)Nc1cc(C)on1
  -0.3	2	11	1	-10	-9	4	5	i
> CCN(CC)C1CCN(C(=O)CCc2nnc(CCCCc3ccccc3)o2)C1 (stereo not given)
  -0.1	-1	-5	-3	4	-4	-5	-4	i
> COc1ccccc1N1CCN(CC(O)COCCOc2ccc(Br)cc2)CC1 (stereo not given)
  0.7	-2	-1	-3	-2	-1	-7	12	i
> Cc1sc2ncn(CC(=O)NCC3COc4ccccc4O3)c(=O)c2c1S(=O)(=O)N1CCCCC1 (stereo not given)
  0.5	4	-1	-2	-8	-3	-6	-6	i
> Cn1cnnc1SCC(=O)Nc1ccc(Oc2ccccc2)cc1
  1.2	0	1	3	-4	-13	5	9	i
> O=C1[C@H]2C(c3ccccc3)=NN(c3ccccc3)[C@H]2C(=O)N1c1ccccc1
  2.1	7	-2	-1	-3	32	-10	-1	i
> O=S(=O)(NC1CCCCC1N1CCN(c2ccc(F)cc2)CC1)c1ccccc1 (stereo not given)
  0.0	2	11	0	-1	18	1	-9	i
> O=C(Nc1ccccc1F)c1ccc(CN2CCc3ccccc3C2)cc1
  0.4	2	4	2	-2	1	-3	7	i
> Cc1c(NC(=O)CSCc2ccc(Cl)cc2Cl)cccc1C(=O)O
  -0.7	-5	12	2	-3	-6	-1	-5	i
> CCCCOP(=O)(c1ccc(N(C)C)cc1)C(Nc1ccccc1)c1ccccc1 (stereo not given)
  1.1	4	2	-35	-3	19	2	5	i
> O=C(O)CC/C(=C\c1ccc(N2CCOCC2)c([N+](=O)[O-])c1)c1nc2ccccc2s1
  3.4	-3	-1	4	-6	-5	-2	20	i
> CCOC(=O)Cc1csc(NC(=O)C(C)(C)CC)n1
  -0.1	-2	-2	-3	-4	-6	1	2	i
> COc1ccc(C(=O)Nc2ccc(Cl)cc2C(=O)N2CCCC(C)C2)cc1OC (stereo not given)
  0.0	-2	-12	0	-2	-2	-5	-4	i
> COc1ccc2nc(NC(=O)C3CSC4(C)CCC(=O)N34)sc2c1 (stereo not given)
  0.4	1	-6	-8	-2	1	0	-42	i

Not a retest: 4 of the compounds above.
Values run as follows: MsrA inhibitor	Rin1 Abl inh	E coli Lon inh	MT1-MMP act inh	MsrA act	FAS-TE inh	CSN deneddyl inh	PABP1 MLLE inh	Rpn11 block
> COc1cc(Cl)c(C)cc1NC(=O)CCCn1c(=O)oc2ccccc21
  -0.5	4	-4	8	-6	20	0	-6	i
> COc1cccc(OC)c1C(=O)Nc1cc(C)on1
  -0.3	2	11	1	-10	-9	4	5	i
> CCN(CC)C1CCN(C(=O)CCc2nnc(CCCCc3ccccc3)o2)C1 (stereo not given)
  -0.1	-1	-5	-3	4	-4	-5	-4	i
> COc1ccccc1N1CCN(CC(O)COCCOc2ccc(Br)cc2)CC1 (stereo not given)
  0.7	-2	-1	-3	-2	-1	-7	12	i

Next entries follow.
Values run as follows: MsrA inhibitor	Rin1 Abl inh	E coli Lon inh	MT1-MMP act inh	MsrA act	FAS-TE inh	CSN deneddyl inh	PABP1 MLLE inh	Rpn11 block
> O=C(Nc1ccccc1O)c1csc2c1CCCC2
  2.4	-3	3	-4	-4	2	-8	4	i
> O=C(OCc1ccc(F)cc1)c1ccc2c(c1)-c1ccccc1C2=O
  -0.3	0	-2	4	6	21	-2	5	i
> OC[C@@H]1CN(Cc2ccc(Cl)cc2)C[C@H](n2cnc3c(NCc4ccc(F)cc4)ncnc32)O1
  -0.7	3	-19	0	-1	10	5	3	i
> CC(C)N1CC(C(=O)Nc2nc3ccccc3s2)CC1=O (stereo not given)
  0.8	-1	11	0	-1	-5	-3	11	i
> COC(=O)c1ccccc1S(=O)(=O)NNC(=O)C1COc2ccccc2O1 (stereo not given)
  -0.2	-3	16	6	1	-3	-1	7	i
> COc1ccc(C(C)(C)C)cc1NC(=O)C1CCCO1 (stereo not given)
  -0.7	0	-5	2	-2	-2	-4	1	i
> COc1ccc(OC(=O)c2c(C)nn(-c3ccccc3)c2C)cc1
  -0.2	-1	-1	1	-3	18	3	8	i
> COc1ccc(C(=O)CCC(=O)Nc2ccc(N3CCCCC3)cc2)cc1OC
  -0.8	-3	1	4	-5	-3	2	1	i
> Cc1nn(-c2ccccc2)c(N2CCCC2)c1/C=N/Nc1ccc(S(=O)(=O)Nc2ccccc2)cc1[N+](=O)[O-]
  -0.1	2	2	5	-2	53*	-8	-12	i
> CCN(CC)C(=O)CSc1nnc(-c2ccco2)o1
  0.2	0	5	-1	-10	-14	5	3	i
> COc1ccc2nc(/N=C/c3c(C)[nH]n(-c4ccc(C)cc4C)c3=O)sc2c1
  -0.8	2	-9	3	-4	-4	-3	5	i
> O=C(N/N=C\c1coc2ccccc2c1=O)c1ccco1
  0.0	-1	7	-1	-2	-3	0	26	i
> CN1C(=O)NC(c2ccc(C(F)(F)F)cc2)C2=C1CC(C)(C)CC2=O (stereo not given)
  1.8	1	3	4	0	-5	-5	4	i
> CCN(CC(=O)NCc1ccc(F)cc1)C(=O)C1CCN(S(=O)(=O)c2ccc(C(C)C)cc2)CC1
  -0.2	3	5	2	-4	6	6	-2	i
> CCCN(CC(=O)Nc1ccccc1C)C(=O)CCCNC(=O)c1ccc(Cl)cc1
  -1.4	3	8	1	-3	-3	-8	5	i
> CC(/C=N/NC(=O)c1cc(-c2ccccc2)nc2ccccc12)=C\c1ccco1
  0.8	-1	-17	0	-5	26	2	-21	i
> CCOC(=O)N1CCN(C(=O)c2cccc(N3C(=O)NC4CC3(C)Oc3ccc(Cl)cc34)c2)CC1 (stereo not given)
  -0.3	5	-4	0	-3	4	-3	5	i
> CCc1nnc(NC(=O)[C@@H](NC(=O)c2cccc(S(=O)(=O)N3CCOCC3)c2)C(C)C)s1
  0.6	-4	10	3	1	-6	-5	9	i
> O=C(c1cc(-c2cccc(O)c2)on1)N1CCCC1
  -1.4	-5	-4	-4	-2	-5	1	1	i
> CCCCN(CCCNc1ncnc2nc[nH]c12)c1ccccc1
  -0.3	4	-13	1	-3	-128	6	-4	i
> CCOC(=O)[C@]12CCC=C1N(Cc1ccc3c(c1)OCO3)C(=O)[C@H](CC(=O)NCCCOC)C2
  -1.6	nt	0	7	-2	-5	-1	nt	nt
> CCN1C(=O)[C@@H]2[C@@H](c3ccc(-c4ccc(OC)cc4)c(OC)c3)N3CCCC[C@@]3(C(=O)OC)[C@@H]2C1=O
  0.9	5	-1	-12	-5	51*	-2	-9	i
> Cc1ccc(C)c(NC(=S)NC(=O)c2cncc(Br)c2)c1
  -0.2	-1	4	-3	-12	11	-4	40*	i
> CCN(CC)CCCNCC(=O)Nc1cc(C)on1
  0.6	1	-20	-2	-3	-9	4	12	i
